Screening results from PubChem.
APE1 inh – APE1 (human) endonuclease inhibition; P27695; recombinant APE1, TAMRA/BHQ-2 abasic DNA cleavage fluorescence; Potency, µM (titrated, usually from 65.8 µM), for the others: at the highest dose activity change, negative = inhibition, hits mostly inhibitors; 350,000 compounds, 0.35% hits; AID 2517;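 further: potency means the concentration at half of the fitted maximal effect; plate controls were vehicle for no effect and reference inhibitor for full effect; nearly all actives have a fitted effect of over 55% in size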
Target sequence (P27695 whole entry, looked up): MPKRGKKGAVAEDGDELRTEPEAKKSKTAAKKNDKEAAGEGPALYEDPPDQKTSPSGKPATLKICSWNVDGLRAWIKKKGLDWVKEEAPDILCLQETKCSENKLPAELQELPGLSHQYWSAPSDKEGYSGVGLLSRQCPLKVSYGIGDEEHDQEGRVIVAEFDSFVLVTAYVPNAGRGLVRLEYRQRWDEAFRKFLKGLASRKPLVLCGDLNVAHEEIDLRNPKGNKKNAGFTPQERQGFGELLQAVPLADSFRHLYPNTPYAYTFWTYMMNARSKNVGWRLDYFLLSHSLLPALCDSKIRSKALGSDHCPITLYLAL
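APE1 at 0.75 nM final was preincubated with compound 15 min at room temperature, then 50 nM double-stranded THF abasic-site substrate (5'-TAMRA/3'-BHQ-2) was added. Fluorescence (ex 525/em 598 nm) was read kinetically; third-minus-first read gave activity.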
LDHA block – blocks human lactate dehydrogenase A; P00338; purified LDHA, NADH/diaphorase-resazurin fluorescence; hits give low values; activity change, % (values are at about 110 or 230 µM); 480,000 compounds, 0.15% hits; AID 1347041; in the data active means activity change below about -30%; inconclusive means mostly about -25% to -30%;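 further: plate controls were DMSO wells for no effect and wells without enzyme for full effect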
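Remaining NADH was detected by diaphorase (0.133 mg/mL) converting 37 µM resazurin to fluorescent resorufin, read at 0 and 20 minutes. The preceding 5-minute room-temperature reaction used 2 nM LDHA, 0.2 mM sodium pyruvate and 0.06 mM NADH at pH 7.4.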
Pol beta inh – blocks human DNA polymerase beta activity. Pol beta primer extension/strand displacement, fluorescence kinetic. Potency, µM (doses to about 114 µM), for inactives: at the top dose activity change, negative = inhibition, usual class: inhibitors. 340,000 compounds, 1.3% hits. P06746. AID 485314; further: potency means the concentration at half of the fitted maximal effect; on the % scale 0 is the no-effect control and ±100 the full control effect
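Enzyme-only controls used 10 nM Pol beta; buffer lacking enzyme served as negative control. Compound preincubated 15 min, then 50 nM substrate added; 0 and 10 min reads at room temperature.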
POLH inh – inhibitors of human DNA polymerase eta | Q9Y253 | recombinant Pol eta, fluorescent DNA replication assay | Potency, µM (top dose mostly 114 µM), without a hit: top-dose activity change, negative = inhibition, most hits filed as inhibitors | 390,000 compounds, 1.2% hits; further: potency means the concentration at half of the fitted maximal effect; on the % scale 0 is the no-effect control and ±100 the full control effect
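Fluorescent replication assay: 50 nM final substrate added after a 15 min room-temperature compound preincubation with 10 nM enzyme. Signal taken at 0 min and again at 10 min.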
Apoferritin bind – binds horse apoferritin like a general anesthetic | P02791 | apoferritin/1-aminoanthracene competitive binding, fluorescence | Potency, µM (top dose mostly 77.5 µM), inactives show at the highest dose activity change, negative = displacement, hits mostly inhibitors | 350,000 compounds, 0.074% hits; further: potency means the concentration at half of the fitted maximal effect; on the % scale 0 is the no-effect control and ±100 the full control effect; nearly all actives have a fitted effect of over 20% in size
Target sequence (P02791 2-175 limits assumed): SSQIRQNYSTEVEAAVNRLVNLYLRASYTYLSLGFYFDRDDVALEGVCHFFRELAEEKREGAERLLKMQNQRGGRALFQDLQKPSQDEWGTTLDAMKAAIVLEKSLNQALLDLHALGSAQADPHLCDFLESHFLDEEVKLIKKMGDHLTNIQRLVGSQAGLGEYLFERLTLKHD
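10 uM apoferritin + 50% sat. 1-AMA, PBS; cpd 10 min RT; Ex380/Em535 endpoint; normalized to free probe vs complex; 4-param Hill fit; propofol titration as pos. ctrl.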
RGS4 inhibitor – blocks human RGS4-accelerated GTP hydrolysis; P49798; Transcreener GDP fluorescence polarization, RGS4-accelerated GTP hydrolysis; Potency, µM (series often up to 114 µM), for the others: top-dose activity change, negative = inhibition, most hits filed as inhibitors; 390,000 compounds, 0.039% hits; AID 504845; further: potency means the concentration at half of the fitted maximal effect; on the % scale 0 is the no-effect control and ±100 the full control effect; nearly all actives have a fitted effect of over 75% in size; some results filed as inactive show a strong effect at the top dose
Target sequence (P49798 whole entry, looked up): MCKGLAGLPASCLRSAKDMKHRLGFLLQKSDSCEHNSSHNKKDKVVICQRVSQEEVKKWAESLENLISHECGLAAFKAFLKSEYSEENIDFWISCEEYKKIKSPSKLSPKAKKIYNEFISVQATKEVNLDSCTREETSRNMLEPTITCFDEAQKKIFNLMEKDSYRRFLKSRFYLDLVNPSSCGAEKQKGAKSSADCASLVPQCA
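MLSMR compounds (23 nl, pin-transferred) preincubated 10 min at room temperature with a 500nM (2x) first reagent, then RGS4 at 900nM (2x) plus Transcreener GDP mix added; fluorescence polarization (620/688 nm) read before and after 90 min at 30 °C.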
ERG Ets-DNA blk – inhibitors of human ERG Ets domain-DNA interaction; P11308; fluorescence polarization, His-ERG Ets domain / labelled DNA; Potency, µM (top dose mostly 76.9 µM), without a hit: top-dose FP activity, negative = inhibition, actives largely listed as inhibitors; 370,000 compounds, 0.028% hits; AID 624246; active means well fitted inhibition curve with a large enough effect in the polarisation, with a control signal flat; inconclusive means small, poorly fitted or top-dose-only effect, or effect the other way, or a change in a side signal; inactive means no such curve, though single readings can be large or run the other way; the % refers to the polarisation;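 further: polarization taken with two DNA probes labelled with fluorescein and Texas red; potency means the concentration at half of the fitted maximal effect; % of control where 0% means no effect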
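His-tagged ERG Ets domain (1 uM in the protein solution; 300mM KCl, 50mM Tris-HCl, 1mM EDTA, 1mM DTT, pH 7.5) received compound, then a probe mix of 5 nM fluorescein-DNA and 100nM Texas-615-DNA. Fluorescence polarization was read for both dyes.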
12-LOX inh – ALOX12 (human) lipoxygenase inhibition; P18054; purified 12hLO, xylenol orange hydroperoxide absorbance; Potency, µM (highest dose often 108 µM), without a hit: top-dose activity change, negative = inhibition, most hits filed as inhibitors; 580,000 compounds, 1.1% hits; further: potency means the concentration at half of the fitted maximal effect; on the % scale 0 is the no-effect control and ±100 the full control effect
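Purified human 12hLO at 150 nM in 25 mM Hepes, 0.01% Triton X-100, pH 7.0, preincubated 15 min at room temperature with compound. Reaction started with 40 uM arachidonic acid, 30 min at room temperature. Hydroperoxide measured by Fe-xylenol orange, 573/405 nm absorbance ratio.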
Pol kappa inh – DNA polymerase kappa (human) inhibition. Q9UBT6. Potency, µM (top dose mostly 107 µM), inactives show top-dose activity, negative = inhibition, most hits filed as inhibitors. purified Pol kappa, fluorescent DNA synthesis assay, 10 min. 400,000 compounds, 0.53% hits. AID 588579; further: potency means the concentration at half of the fitted maximal effect; on the % scale 0 is the no-effect control and ±100 the full control effect
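10 nM Pol kappa preincubated 15 min at room temperature with compounds, then reaction started with substrate at 50 nM final. Fluorescence read kinetically at 0 and 10 min; buffer-only wells served as negative control.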
Active calls of the source: *; i = inactive; u = inconclusive; x = not tested or not shown; & = joins results of further samples; [ ] = dose if it differs, or a comment. Unless noted, the call rests on the fitted dose curve; in most records, active means well fitted curve in the direction sought with a large enough effect; inconclusive means small, poorly fitted or top-dose-only effect, or another doubt; inactive means no such curve, though single readings can be large; an effect the other way counts as inactive or inconclusive. Only part of the results is shown; count on the stated rates, not on these rows.

SMILES	APE1 inh	LDHA block	Pol beta inh	POLH inh	Apoferritin bind	RGS4 inhibitor	ERG Ets-DNA blk	12-LOX inh	Pol kappa inh
N#Cc1ccccc1NC(=O)CSc1cn[nH]n1	55%[activator]	-9	1%	0%	-1%	-2%	-11%	3%	1%
Cc1cccc(C)c1NC(=O)Cn1nnc(S(=O)(=O)c2ccccc2)c1N	x	-7	u	x	-1%	-5%	-9%	-8%	-14%
C/C(=N\Nc1nnc(C)c(=O)[nH]1)C(=O)O	0%	6	10%	-11%	-4%	6%	0%	0%	-3%
Cc1cc(OCC(=O)N2CCOCC2)c(C(C)C)cc1Cl	0%	-2	3%	-10%	-9%	24%	-4%	22%	-14%
CC(C)(C)Nc1c(-c2cccs2)nc2ccccn12	1%	-3	-5%	-10%	u	-20%	0%[15.4 µM]	-8%	-5%
O=C1c2ccccc2CN1CCNS(=O)(=O)c1ccc2ccccc2c1	-4%	-5	29%	-8%	-15%	13%	-5%	13%	-8%
Fc1ccc(COc2cccc(CNCc3ccncc3)c2)cc1	2%	4	-9%	-14%	-14%	-24%	4%	-8%	2%
Brc1ccc2nc(-c3ccccc3)c(Nc3ccc4c(c3)OCO4)n2c1	x	1	-22%	-4%	-10%	-4%	-3%	-19%	-14%
OCC1OC(n2cnc3c(NCCc4ccccc4)ncnc32)C(O)C1O (centres undefined)	x	-17	x	-15%	x	1%	1%	-23%	-5%
COc1ccc2c(C)cc(N3CCOCC3)nc2c1	12%	-1	28%	-11%	3%	-18%	-9%	6%	-5%
O=C(CC1Sc2ncnn2C1=O)Nc1ccc(Br)cc1 (centres undefined)	-10%	-17	12%	-6%	-12%	u	9%	-19%[57.4 µM]	0%
Cn1c(=O)cc(SCC(=O)N2CCN(C(=O)c3ccco3)CC2)c2ccccc21	1%	1	-18%	13%	8%	2%[56.9 µM]	0%	0%	-11%
CCOC(=O)C(CC)Sc1cc(C)nc2ccc(OC)cc12 (centres undefined)	18%	-3	7%	-10%	-18%	-12%	-3%	0%	1%
CC(=O)C(C(c1ccccc1)c1c[nH]c2ccccc12)[N+](=O)[O-] (centres undefined)	10%	0	19%	-10%	u	-13%	-13%	u	-1%
O=C(Nc1cc(S(=O)(=O)N2CCCCCC2)ccc1OCC(F)(F)F)C1CCC1	46%	3	7%	u	-19%	-28%	8%	8%	-4%
Cc1noc(/C=C/c2ccccc2F)c1S(=O)(=O)N1CCC(C(=O)Nc2ccc(C#N)cc2)CC1	x	-8	7%	-14%	-10%	4%	1%	-23%	-16%[60.1 µM]
CC1=C(C#N)C(NC(=O)c2ccccc2Cl)(C(F)(F)F)C(=O)N1 (centres undefined)	0%	-2&-5	1%&-1%	-5%&-14%	-8%&5%	-4%&-16%	3%&-24%	-19%&8%	7%&2%
C=CCc1ccc(OCCCCN2CC(C)CC(C)C2)c(OC)c1 (centres undefined)	4%	-12	-23%	-7%	-16%	13%	4%	u	0%
Cc1ccc(C(=O)N2CCN(CCNC(=O)C(=O)NC(C)C)CC2)cc1	9%	-2	-1%	-3%	-3%	-4%	-11%[15.4 µM]	1%	1%
COc1ccccc1/C=C/[C@@H]1C[C@H]2CN(Cc3cccc(Cl)c3)C(=O)[C@]23CCCN13	-7%	-7	2%	-11%	-13%	-13%	-2%	0%	-11%

Look-ups from the results shown:
Under Pol kappa inh, Cn1c(=O)cc(SCC(=O)N2CCN(C(=O)c3ccco3)CC2)c2ccccc21 shows -11%
Under LDHA block, Cc1ccc(C(=O)N2CCN(CCNC(=O)C(=O)NC(C)C)CC2)cc1 shows -2

Further structures follow.
SMILES	APE1 inh	LDHA block	Pol beta inh	POLH inh	Apoferritin bind	RGS4 inhibitor	ERG Ets-DNA blk	12-LOX inh	Pol kappa inh
COc1cc(C(=O)N/N=C/c2sc(N3CCOCC3)nc2-c2ccccc2)cc(OC)c1OC	u	1	u	-25%	1%	11%	5%	9%	-15%
CCCCN(CC)CCCNC(=O)CC1Nc2ccccc2NC1=O (centres undefined)	2%	-3	-1%	-15%	-6%	-22%	3%	x	-2%
CCc1nn2c(=O)cc(COc3ccc(NC(=O)c4ccco4)cc3)nc2s1	65%[activator]	1	-21%	-10%	-4%	-31%[56.9 µM]	4%	-12%	-22%
CC1CCC(NC(=O)c2cc(Cl)nc3ccccc23)CC1 (centres undefined)	30%	-7	x	-17%	x	8%	-10%	176%[activator]	-15%
O=C(Nc1ccccc1)N1CCCN(c2ccc(C(F)(F)F)cn2)CC1	-18%	-12	30%	-13%	-8%	19%	-6%	u	-11%
COc1ccc(-c2noc(C(C)n3nc(C)c([N+](=O)[O-])c3C)n2)cc1OC (centres undefined)	15%	2	35%	-13%	-19%	-22%	7%	u	-6%
O=C1CCC(C(=O)O)N1 (centres undefined)	9%	-3	-11%	-7%	-3%	20%	2%	-1%&10%	-8%
CN(CC(=O)Nc1cccc(F)c1)C(=O)c1ccc(-c2cccc(C(F)(F)F)c2)o1	17%	3	x	u	x	-37%	5%	-3%	-8%
CCOc1ccc(C(=O)OCC(=O)NC2CCCCCCC2)cc1	19%	0	x	-17%	x	-12%	-6%	i	11%
Cc1ccc(NC(=O)C2CC(=O)N/C(=N/NC(=O)c3ccc(C)cc3)S2)cc1 (centres undefined)	2%	5	13%	-12%	-2%	-30%	5%	-14%	4%
COc1cccc(N2C(=O)C3CCCN3C2c2cccs2)c1 (centres undefined)	-6%	-3	4%	1%	-13%	-3%	3%	-20%	-4%
O=C(CSc1nc(-c2ccccc2)cc(=O)[nH]1)Nc1ccc(F)c(F)c1	61%[activator]	0&16	2%	-15%	0%	-30%	11%	-2%&-8%	8%
Cc1cc(C)cc(NC(=S)N2CCN(c3ccc(F)cc3)CC2)c1	-5%	-2	24%	-7%	-4%	-7%	3%	-5%	3%
Cc1ccc(C)c(NC(=S)N2CCN(CCO)CC2)c1	2%	-3	25%	-12%	-11%	-14%	-1%	-28%	-13%
COc1ccc(-c2noc(CNC(=O)c3ccoc3C)n2)cc1	46%[activator]	-4	-1%	4%	2%	12%	1%	7%	3%
CCNC(=O)NC(=O)CN(C)c1ccccc1	9%	-2	-16%	-4%	-3%	42%	16%	0%	-2%
CSc1cc(C)c(OCC(=O)Nc2c(C)nn(C)c2C)c(C)c1	-1%	2	-16%	u	-3%	-24%	-7%	-23%	-1%
CCOc1ccccc1/C=C(\C#N)C(=O)NC1CC1	x	1	x	-5%	x	10%	-10%	198%[activator]	-2%
Cc1cc(C)c(C)c(OCC(=O)Nc2ccc(S(=O)(=O)Nc3nc(C)cc(C)n3)cc2)c1	x	1&-6	1%	x	-9%	-1%	9%	35%&-5%	-19%
COc1ccc(-n2ncc3c2CC(C)(C)CC3NC(=O)CCCN2CCCC2=O)cc1 (centres undefined)	90%[activator]	-12	43%	-15%	-1%	26%	-3%	1%	-9%
O=C(Nc1ccc(Br)cn1)c1ccc(Cl)s1	57%[activator][12.4 µM]	-1	0%	-7%	-14%	12%	3%	u	5%
COc1ccc(-c2sc3ccc(OC)cc3c2-c2ccc(OCCN3CCOCC3)cc2)cc1	-9%	-5	x	-2%	x	13%	-12%	x	-11%
C#CCn1c(=NC(=O)c2cc(-c3cccs3)nc3ccccc23)sc2cc(S(N)(=O)=O)ccc21	-2%	-8	12%	-5%	51%[activator]	-24%	1%	-12%	-8%
S=C(c1cccs1)N1CCCC1	-3%	-2	-24%	-12%	5%	-1%	-8%	0%	-10%
CC(C)CC(=O)N1CCC(O)(CS(=O)(=O)Cc2ccccc2Cl)CC1	-2%	0	-3%	-3%	7%	17%	2%	u	1%

Structures shown so far with a CF3 group, in the order listed:
SMILES	APE1 inh	LDHA block	Pol beta inh	POLH inh	Apoferritin bind	RGS4 inhibitor	ERG Ets-DNA blk	12-LOX inh	Pol kappa inh
O=C(Nc1cc(S(=O)(=O)N2CCCCCC2)ccc1OCC(F)(F)F)C1CCC1	46%	3	7%	u	-19%	-28%	8%	8%	-4%
CC1=C(C#N)C(NC(=O)c2ccccc2Cl)(C(F)(F)F)C(=O)N1 (centres undefined)	0%	-2&-5	1%&-1%	-5%&-14%	-8%&5%	-4%&-16%	3%&-24%	-19%&8%	7%&2%
O=C(Nc1ccccc1)N1CCCN(c2ccc(C(F)(F)F)cn2)CC1	-18%	-12	30%	-13%	-8%	19%	-6%	u	-11%
CN(CC(=O)Nc1cccc(F)c1)C(=O)c1ccc(-c2cccc(C(F)(F)F)c2)o1	17%	3	x	u	x	-37%	5%	-3%	-8%
